Bioassay records as filed in PubChem BioAssay.
UGM FP inh = blocks M. tuberculosis UGM enzyme | 0.06% of 320,000 active | inhibition, % at 10 µM | AID 504406 | purified UGM, fluorescence polarization probe displacement | P9WIQ1; in the data active = inhibition above about 10%, passing the limit was not always enough; inconclusive = no clear call, values can overlap the other calls
Target sequence (P9WIQ1 whole entry, looked up): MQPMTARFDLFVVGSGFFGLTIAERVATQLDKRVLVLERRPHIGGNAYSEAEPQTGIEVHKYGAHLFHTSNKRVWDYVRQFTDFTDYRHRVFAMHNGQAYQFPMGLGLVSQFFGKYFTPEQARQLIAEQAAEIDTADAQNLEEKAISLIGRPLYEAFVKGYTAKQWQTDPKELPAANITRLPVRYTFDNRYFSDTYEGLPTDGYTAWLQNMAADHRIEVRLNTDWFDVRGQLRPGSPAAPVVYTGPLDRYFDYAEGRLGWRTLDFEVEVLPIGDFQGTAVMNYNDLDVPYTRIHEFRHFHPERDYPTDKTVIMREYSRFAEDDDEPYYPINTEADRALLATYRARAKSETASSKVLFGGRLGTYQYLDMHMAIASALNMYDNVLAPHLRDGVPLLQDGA
BoNT-F LC inh = blocks Botulinum neurotoxin F light chain protease. Multiplex microsphere protease cleavage assay, flow cytometry. inhibition, % at 10 µM. 0.22% of 360,000 active. AID 588497; in the data active = inhibition above about 35%, passing the limit was not always enough; inconclusive = no clear call, values can overlap the other calls; also: plate controls were buffer without enzyme for full effect and enzyme alone for no effect
Mtb BioA inh = blocks M. tuberculosis BioA enzyme activity. inhibition, % at 9.99 µM. AID 602481. 0.096% of 360,000 active. purified M. tuberculosis BioA enzyme, plate reader; in the data active = inhibition above about 40%; inconclusive = no clear call, values can overlap the other calls
Mtb FBA inh = Mtb fructose-bisphosphate aldolase inhibition; 2.3% of 360,000 active; AID 588726; inhibition, % at 1 µM; P9WQA3; purified M. tuberculosis FBA, fluorescence read-out; in the data active = inhibition above about 27%;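 also: 0% = vehicle and 100% = reference inhibitor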
Target sequence (P9WQA3 whole entry, looked up): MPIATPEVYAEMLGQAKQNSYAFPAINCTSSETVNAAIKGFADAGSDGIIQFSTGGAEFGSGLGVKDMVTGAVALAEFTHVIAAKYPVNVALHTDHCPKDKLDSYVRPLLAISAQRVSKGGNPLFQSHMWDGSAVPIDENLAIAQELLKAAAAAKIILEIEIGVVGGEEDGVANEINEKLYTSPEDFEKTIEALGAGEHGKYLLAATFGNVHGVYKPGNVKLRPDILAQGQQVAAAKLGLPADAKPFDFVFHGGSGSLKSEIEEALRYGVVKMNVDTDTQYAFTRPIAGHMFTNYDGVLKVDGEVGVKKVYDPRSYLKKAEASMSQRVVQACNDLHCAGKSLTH
MazF activator = increases E. coli MazEF RNase cleavage of RNA. P0AE70. FAM/BHQ RNA-DNA oligo cleavage fluorescence, 5 h. activation, % at 20 µM. 0.32% of 350,000 active; in the data active = activation above about 50%
Target sequence (P0AE70 whole entry, looked up): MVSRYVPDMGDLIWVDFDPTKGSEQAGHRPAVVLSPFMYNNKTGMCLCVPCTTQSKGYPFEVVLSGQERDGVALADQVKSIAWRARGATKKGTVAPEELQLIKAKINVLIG
PrPC surface inh = reduces human prion protein on the cell surface. inhibition, % at 13.8 µM. P04156. cell surface PrPC, TR-FRET read-out. 0.43% of 370,000 active; in the data active = inhibition above about 24%; also: 0% = median of the test wells and 100% = reference compound wells
GDH-TPI counter = GDH-TPI coupled enzyme inhibition counter-screen; GDH-TPI coupled enzyme counterscreen, NADH absorbance; 1.2% of 360,000 active; inhibition, % at 4.8 µM; AID 588335; in the data active = inhibition above about 30%;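 also: 0% = DMSO wells and 100% = wells lacking the enzyme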
Rv3671c inh = inhibitors of M. tuberculosis serine protease Rv3671c; inhibition, % at 5.96 µM; AID 2606; 0.048% of 320,000 active; P9WHR9; in the data active = inhibition above about 38%;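 also: extracellular domain of Rv3671c used as enzyme; 0% = enzyme with DMSO and 100% = no enzyme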
FadD28 binding = blocks FadD28 binding to the bisubstrate probe; fluorescence polarization; inhibition, % at 12.5 µM; 0.22% of 360,000 active; AID 588549; in the data active = inhibition above about 8.5%, passing the limit was not always enough; inconclusive = no clear call, values can overlap the other calls
* marks the source's active call; other numbers are inactive results; ? = inconclusive; . = no result given.

Results follow in this order: Rv3671c inh | BoNT-F LC inh | GDH-TPI counter | Mtb FBA inh | UGM FP inh | PrPC surface inh | MazF activator | FadD28 binding | Mtb BioA inh
CCOC(=O)c1c(CN2CCC(C)CC2)oc2ccc(OC)cc12
    -5.7 | -0.6 | -3.6 | 2.5 | 0.1 | 0.6 | 5.1 | -4.7 | 3.8
COc1cc(CNc2ncnc3c2ncn3[C@H]2CN(Cc3ccccc3)C[C@@H](COC(C)=O)O2)cc(OC)c1OC
    . | 2.4 | 1.3 | 1.1 | . | -2.0 | . | -0.5 | 1.5
CCN1C(=O)CC2CCCC1C2 (stereo not given)
    . | -12.0 | -2.3 | -1.1 | . | -3.5 | 9.1 | -4.0 | .
COCCC(=O)N1CCC(Oc2ccc(C(=O)NCc3nccn3C)cc2)CC1
    -0.7 | -1.2 | 4.1 | 1.5 | -1.5 | 2.9 | -0.5 | -0.3 | 0.0
COc1cc(C2C(S(=O)(=O)c3ccccc3)CON2C)ccc1OCc1ccc(F)cc1 (stereo not given)
    -3.1 | . | . | . | 3.0 | 1.0 | 4.9 | . | .
O=C(CN1CCC(c2nc3ccccc3[nH]2)CC1)Nc1ccc2c(c1)OCO2
    -2.8 | 3.1 | -5.6 | 1.7 | 0.8 | -8.5 | -0.1 | -2.9 | 4.2
COc1ccc(-c2nnn(CCC(=O)O)n2)cc1
    -7.3 | 7.8 | 2.9 | 2.0 | 3.5 | 4.0 | 2.7 | -0.3 | -1.4
CC(Oc1ccccc1)C(=O)Nc1nnc(S(=O)(=O)N2CCCCCC2)s1 (stereo not given)
    0.9 | -3.2 | 0.9 | -2.9 | 3.3 | 6.8 | -4.5 | -3.3 | -0.4
O=C(NNS(=O)(=O)c1c(F)cc(F)c(Cl)c1F)C12CC3CC(CC(C3)C1)C2
    3.5 | -5.2 | -4.9 | 1.3 | -0.9 | 6.3 | . | -4.9 | -0.6
O=C(OCc1cc(-c2ccccc2)no1)c1ccc2ccccc2n1
    1.0 | -4.6 | -7.7 | -0.8 | -0.4 | -6.0 | -2.7 | -1.9 | 1.8
Cc1cc(C)n2nc(C(=O)Nc3ccc4c(c3)OCO4)nc2n1
    -0.9 | -46.4 | 8.3 | 1.7 | 0.9 | 10.2 | 0.2 | 0.3 | -2.3
CSc1ccc(/C=C(\C(=O)O)c2ccc(S(=O)(=O)N3CCCC3)s2)cc1
    3.1 | 12.0 | 26.0 | 4.7 | 1.8 | -1.5 | -9.2 | -0.4 | 2.8
CCOc1ccc2oc(-c3ccccc3)c(C(=O)N3CCN(CCO)CC3)c2c1
    . | 2.3 | 5.9 | 41.9* | . | -7.9 | 1.8 | -1.3 | .
COc1ccc(/C=N/NC(=O)c2ccc(COc3cccc4cccnc34)cc2)cc1O
    -2.0 | -4.1 | 14.1 | 1.7 | -1.5 | -2.5 | -17.6 | -0.1 | -0.1
CC1=C(C(=O)Nc2ccccc2C)C(c2cccnc2)n2nc(CCCO)nc2N1 (stereo not given)
    -1.6 | ? | -1.1 | 0.0 | -8.6 | -8.2 | -0.8 | -2.4 | 0.2
O=C(Cn1cc([N+](=O)[O-])ccc1=O)N1CCc2ccccc2C1
    -3.8 | -0.6 | 7.3 | -3.0 | 4.6 | -12.7 | 3.4 | -4.1 | 0.5
Cc1cccc(N(CC(=O)NC2CCCCC2)C(=O)c2ccc(C)s2)c1
    11.7 | 0.1 | 3.7 | -1.8 | 1.0 | -2.8 | -5.1 | -4.0 | -0.2
CC(=O)Nc1cc(C(=O)N(C)Cc2ccccc2)ccc1S(=O)(=O)c1ccc(C)cc1
    -3.0 | -11.7 | -0.7 | -1.0 | 0.8 | 11.4 | 10.1 | 1.1 | .
Cc1ccc(-c2cc(C(F)F)n3ncc(C(=O)N4CCC5(CC4)OCCO5)c3n2)cc1
    8.3 | -4.7 | 11.2 | 6.4 | -2.1 | 3.3 | -5.7 | -2.5 | 0.1
COc1ccc(C(C)=O)cc1CSc1nncn1-c1ccccc1
    -15.8 | -13.1 | -7.0 | -0.2 | 0.6 | 5.2 | 4.8 | 0.2 | .
COc1ccc(C(=O)N2CCCc3ccccc32)cc1
    8.0 | 4.9 | 11.9 | 1.5 | -0.7 | -4.1 | 11.2 | 0.0 | -7.1
COc1ccc2c(c1)c(CC(=O)OC(C)C(=O)N(C)C)c(C)n2C(=O)c1ccc(Cl)cc1 (stereo not given)
    3.4 | 21.0 | -2.7 | 0.6 | 0.3 | 3.6 | 12.6 | -7.2 | 1.5
CC(=O)Nc1ccc(Oc2sc(C(=O)c3ccccc3)c(N)c2C#N)cc1
    2.9 | 2.3 | 19.4 | 7.8 | 5.9 | -10.4 | 5.4 | -2.8 | 0.5
COc1ccc(C2C(C(=O)/C=C/c3ccco3)=C(O)C(=O)N2CCN2CCOCC2)cc1 (stereo not given)
    11.8 | -2.7 | 1.2 | 6.4 | 1.3 | -6.3 | -28.5 | -1.9 | .
O=C(NCc1ccc(F)cc1)C1CCCN1C(=O)NCc1ccccc1 (stereo not given)
    -0.8 | -13.0 | 7.7 | 1.9 | 1.9 | 0.6 | 5.1 | -0.9 | .
Oc1c(Br)cc(Br)cc1CNc1cccc2cccnc12
    -17.1 | ? | 13.9 | -2.9 | -1.2 | -19.3 | 12.2 | 1.1 | -6.2
C=CCN1C(=O)/C(=C\c2ccc(N3CCOCC3)o2)C(=O)NC1=S
    -15.4 | 2.6 | -4.4 | -14.1 | -0.4 | -0.5 | -272.2 | -2.7 | -5.2
Cc1ccccc1N1CC(C(=O)Nc2nnc(SCCC3OCCO3)s2)CC1=O (stereo not given)
    4.4 | -0.9 | -6.3 | 2.3 | 2.9 | 7.2 | 3.1 | -1.8 | 0.6
CCC(c1nc2ccccc2[nH]1)N(Cc1cccnc1)C(=O)c1cc(-c2ccccc2)on1 (stereo not given)
    . | 5.8 | . | 3.6 | . | 17.4 | . | -8.2 | -2.8
O=C(O)C1CC=CCC1C(=O)N1CCN(c2nc(-c3ccccc3)c3ccccc3n2)CC1 (stereo not given)
    -5.2 | -10.0 | -3.4 | 15.4 | 3.6 | -23.3 | 3.6 | -1.4 | .
CCOc1ccc(NC(=O)c2ccc3[nH]c(=O)c(=O)[nH]c3c2)cc1
    -4.8 | -11.6 | 31.6* | 2.6 | -0.4 | -4.0 | 6.2 | -0.6 | -4.0
CS(=O)(=O)N1CCCC(C(=O)NCCc2ccccc2)C1 (stereo not given)
    -5.7 | -8.7 | 9.2 | 0.3 | -0.3 | 7.0 | -2.6 | -1.2 | -1.9
O=C(Nc1ccccc1Cl)c1ccc2nsnc2c1
    -3.3 | -1.6 | -0.4 | 0.4 | 0.3 | -25.4 | 3.0 | -5.6 | .
CC(=O)c1cccc(Nc2c([N+](=O)[O-])c(=O)oc3ccccc23)c1
    4.3 | 7.8 | 5.4 | -1.3 | -0.5 | -1.5 | 9.7 | -1.4 | -0.2
CC1CN(C(=O)c2cccc(S(=O)(=O)N3CCN(c4ccccc4)CC3)c2)CC(C)O1 (stereo not given)
    -2.5 | -0.4 | -3.2 | -0.7 | -1.7 | 4.4 | -0.9 | . | -0.5
O=C(OC1CCOC1=O)c1ccc(Cl)c(S(=O)(=O)N2CCCCC2)c1 (stereo not given)
    0.1 | -7.3 | -1.2 | 2.2 | . | 10.4 | 3.0 | -1.6 | -1.6
COCCn1c(SCC(=O)Nc2ccccc2OC)nc2ccccc2c1=O
    -3.0 | ? | -15.4 | -1.0 | -3.2 | 3.6 | -0.6 | -2.1 | 1.1
COc1ccccc1Oc1ccc2c(c1)C(=O)N(CC1CCCO1)C2=O (stereo not given)
    5.2 | ? | 2.1 | -0.2 | 1.1 | 47.0* | 3.1 | -4.3 | 0.0
CCN(C(=O)COC(=O)C1CCN(S(=O)(=O)c2ccc3c(c2)OCCO3)CC1)C1CCCCC1
    3.8 | -0.9 | -1.4 | -2.1 | 0.1 | -1.4 | 0.2 | -3.8 | -2.5
COc1ccccc1C(=O)NN1C(=O)C2C3C=CC(O3)C2C1=O (stereo not given)
    -1.2 | 3.9 | 0.3 | 2.9 | 0.4 | 1.8 | 9.8 | 0.4 | -0.8
O=C(NCc1ccc(Cl)cc1)c1ccc(-n2cccn2)nc1
    8.1 | -5.8 | 6.7 | 0.2 | 0.6 | -2.4 | -3.3 | 1.1 | .
CCC(C)[C@H](NC(=O)N1c2ccccc2NC(=O)[C@@H]1C(C)C)C(=O)N[C@@H](Cc1ccccc1)C(=O)O (stereo not given in full)
    6.4 | -16.5 | 10.8 | 3.1 | -0.1 | 0.8 | -1.1 | 1.0 | -0.9
CCCCN(CCCC)CP(=O)(c1ccccc1)c1ccccc1
    -6.4 | 1.3 | -11.2 | 0.8 | -1.5 | 1.0 | 2.2 | -0.6 | 0.7
CN1OC[C@@H]2CN(S(=O)(=O)c3ccccc3)[C@H](c3ccc(-n4ccnc4)cc3)C[C@@H]21
    . | -2.5 | . | -5.8 | . | -0.1 | . | -3.7 | -0.5
CCOC(=O)N1CCN(c2nc(C)cc(C(F)(F)F)n2)CC1
    -6.2 | 9.4 | 12.8 | -0.2 | 3.1 | -1.8 | 2.6 | -0.3 | -1.4
CC(C)NC(=O)CSc1nnc(-c2ccc(C(C)(C)C)cc2)n1C
    0.9 | -12.6 | 8.2 | 4.1 | -0.6 | -0.9 | 1.4 | -0.8 | -0.1
COc1ccc(C(=O)N/C(=C\c2ccco2)C(=O)NCCCn2ccnc2)cc1
    -4.9 | 4.6 | 13.6 | -2.1 | 0.9 | 1.6 | -0.8 | -0.6 | 0.4
CCC1(c2ccccc2)NC(=O)N(CC(=O)NC2CCCC2)C1=O (stereo not given)
    . | 7.0 | 3.5 | -0.9 | . | 1.2 | -0.9 | 0.1 | 0.0
Cc1ccc(CS(=O)(=O)c2ncc(Cl)c(C(=O)Nc3nnc(C(C)C)s3)n2)cc1
    -2.0 | 4.0 | 9.6 | 2.4 | 1.3 | 3.9 | 1.7 | -0.5 | 0.2
O=C(COCc1cc(-c2ccc3c(c2)OCO3)on1)N1CCCCC1
    -2.0 | -2.1 | 5.5 | 1.3 | -3.0 | 1.9 | -31.0 | -1.2 | 2.9
NNC(=O)c1n[nH]c2c1CC(C1CCCCC1)CC2 (stereo not given)
    -0.2 | -8.5 | 10.8 | 2.3 | -1.1 | -7.5 | 2.6 | 0.7 | -0.9
Cc1cc(=O)oc2c1c(C)nn2-c1ccc(Br)cc1
    1.2 | -7.1 | 3.8 | 0.1 | -0.1 | -4.7 | -4.4 | -0.9 | .
CSCC(=O)N1CCCC(CO)(CCCc2ccccc2)C1 (stereo not given)
    -1.0 | -0.8 | 9.4 | 0.2 | -3.6 | 0.4 | 9.9 | -1.1 | -0.8
CCC1(c2ccc(F)cc2)NC(=O)N(CC(=O)Nc2ccc3c(c2)OCCO3)C1=O (stereo not given)
    -2.5 | -9.0 | 1.4 | 4.7 | 1.9 | 8.6 | -5.8 | -0.8 | 0.7
CN1CCN(c2ccc(S(=O)(=O)N3CCCCC3)cc2NC(=O)c2cccc([N+](=O)[O-])c2)CC1
    -1.1 | -4.3 | -4.5 | -1.3 | -3.2 | -9.1 | -22.5 | -2.9 | .
Cn1nnnc1Sc1ncnc2scc(-c3ccc[nH]3)c12
    -1.2 | -6.9 | -0.9 | -2.1 | 4.6 | -4.7 | -8.4 | -1.8 | 0.8
O=C(CN1CCN(S(=O)(=O)c2ccc(Br)cc2)CC1)Nc1ccccc1F
    1.3 | -1.2 | -5.0 | -7.4 | 1.1 | -6.1 | 7.0 | -4.3 | 1.1
COCCN1C(=O)N(c2cccc(C)c2)C(=O)C1CC(=O)Nc1ccc(F)cc1 (stereo not given)
    -0.4 | -12.1 | -3.7 | 2.6 | 0.6 | 0.5 | 4.0 | -1.4 | 0.1
CN1CCCC(C)(C(=O)Nc2ccc3scnc3c2)C1 (stereo not given)
    . | -2.2 | 8.2 | -1.7 | . | 4.4 | . | -0.5 | 1.5
Cc1noc(C)c1NC(=O)Nc1cccc2c1O[C@H](CN(C)C(=O)Nc1ccccc1)[C@@H](C)CN([C@H](C)CO)C2=O
    1.2 | -2.0 | -0.8 | -2.3 | -0.3 | -0.6 | 3.9 | 3.9 | -0.5
